# Screening results as filed in PubChem BioAssay.
# ERK EGF block: qHTS Assay for Inhibitors of the ERK Signaling Pathway using a Homogeneous Screening Assay; Stimulation with EGF; HEK293-V1b, EGF-stimulated phospho-ERK AlphaScreen; Potency, µM (top dose mostly 11.5 µM), for the others: at the highest dose activity change, negative = inhibition, hits mostly inhibitors; hit rate 0.41% among 130,000; AID 1454, 2008; active = well fitted inhibition curve with a large enough effect; inconclusive = small, poorly fitted or top-dose-only effect, or effect the other way;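 also: plate controls were stimulated vehicle wells for no effect and unstimulated vehicle basal for full effect; nearly all actives have a fitted effect of over 55% in size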
#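 Stably V1b-transfected HEK293 cells; 30 min compound, then EGF 25 nM final for 5 min at 37C; 10 min lysis; phospho-ERK by AlphaScreen after 5 hr beads at room temperature.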
# Numbers without * were called inactive; ? = inconclusive; [ ] = dose if it differs, or a comment. Potency is read from the fitted curve at half-maximal effect. An excerpt. The share of hits here may be higher or lower than overall.
SMILES,ERK EGF block
Cc1cc(C)c2sc(NNC(=O)c3ccc(S(=O)(=O)N4CCc5ccccc5C4)cc3)nc2c1,?
COc1cccc(OCC(O)CN2CCN(c3ncccn3)CC2)c1 (centres undefined),9%
C[C@@]12CCC(O)C[C@H]1CCc1ccccc12 (some centres undefined),21%
CCCCC1(C)OC(=O)C(=Cc2c[nH]c3ccccc23)C(=O)O1 (centres undefined),-12%[57.5 µM]
O=C(CSc1nc2ccc([N+](=O)[O-])cc2s1)c1ccc2ccccc2c1,-4%[57.5 µM]
C[N+]12CCC(CC1)C(OC(=O)C(O)(c1ccccc1)c1ccccc1)C2 (centres undefined),-8%[57.5 µM]
O=C(O)CCC(CNS(=O)(=O)c1ccccc1)C(F)(F)F (centres undefined),-1%
CC(=O)c1ccc(OCC(O)CN2CCN(CCN3C(=O)c4cccc5cccc(c45)C3=O)CC2)cc1 (centres undefined),-1%
CSCCC(NC(=O)c1cccc([N+](=O)[O-])c1)C(=O)O (centres undefined),-2%
NC(=O)CSc1nnc(COc2ccccc2)n1Cc1ccco1,-13%
CC(=O)Nc1ccc(SCC(=O)N(C)C2CCS(=O)(=O)C2)cc1 (centres undefined),0%
COc1ccc2nc(NC(=O)CS(=O)(=O)Cc3ccccc3)sc2c1,3%
Cc1cccc(-n2ncc3c(N4CCC5(CC4)OCCO5)ncnc32)c1,-8%[57.5 µM]
Clc1ccc(C2CSc3c4ncnc-4ncn32)cc1 (centres undefined),9%[57.5 µM]
Cc1c(NC(=O)Cc2ccccc2)cccc1C(=O)NN1C(=O)c2ccccc2C1=O,-1%
CCc1c(C)nn(C(=O)/C(C#N)=C\N(C)C)c1C,-7%
O=C(Cc1ccccc1)Nc1cccc(C(=O)O)c1O,-2%
CN1CCCN(C(=O)/C=C/c2ccc(F)cc2)CC1,3%
CC(=O)NCC(=O)N(C)C(C(=O)Nc1ccc2c(c1)OCCO2)c1ccccc1 (centres undefined),-6%
O=C(CCCSc1nc2ccccc2[nH]1)NCc1ccccc1F,?
O=C(Nc1ccc(C(=O)N2CCOCC2)cc1)c1cnn2c(C(F)F)cc(-c3ccccc3)nc12,15%
CCOc1ccccc1C(=O)Nc1cccc(-c2ccc3nncn3n2)c1,10%
CCN=C(NS(=O)(=O)c1ccc(Br)cc1)c1ccc(Cl)cc1,4%
C/C(=N/N=C/c1ccc(N(C)C)cc1)c1ccccc1,3%
Cc1c(S(=O)(=O)Nc2cc(Cl)ccc2Cl)c(=O)n(C)c(=O)n1C,5%
COc1ccc(/C=N/N2CCOCC2)cc1Cn1cc([N+](=O)[O-])cn1,6%[57.5 µM]
CO[C@@H]1C=CO[C@]2(C)Oc3c(C)c(O)c4c(O)c(c(C=NN5CCN(C)CC5)c(O)c4c3C2=O)NC(=O)C(C)=CC=C[C@H](C)[C@H](O)[C@H](C)[C@H](O)[C@H](C)[C@H](OC(C)=O)[C@H]1C,4%[25.7 µM]
Cc1ccnc(NS(=O)(=O)c2ccc(NC(=O)C3COc4ccccc4O3)cc2)n1 (centres undefined),0%
C=C1C[C@@]23C[C@]1(O)CC[C@@H]2[C@]12C=C[C@@H](O)[C@](C)(C(=O)O1)[C@H]2[C@H]3C(=O)O,-7%[25.7 µM]
C/C(=N\NC(=O)c1cc(-c2ccc(C)s2)[nH]n1)c1ccco1,-1%
COc1ccccc1CCc1nnc(CCC(=O)NCC(C)Oc2cccnc2)o1 (centres undefined),-18%
CCC(=O)N(Cc1cc(=O)[nH]c2ccccc12)c1ccccc1,10%[57.5 µM]
CCCNC(=O)C12CCC(C)(C(=O)C1Br)C2(C)C (centres undefined),-11%
COC(=O)Cn1ncc(N2C3CC(CC(C)(C)C3)C2C)c(Cl)c1=O (centres undefined),12%
Cc1cc(C)n(C(=O)c2ccccc2[N+](=O)[O-])n1,-4%
Cc1ccnc2nc(C(=O)OCC(=O)Nc3ccccc3C(C)(C)C)nn12,3%
Cc1ccc2c(c1)C(c1ccncc1)=NNC(c1ccccc1)=N2,-3%
CC(C)CNC(=O)c1cccc(NC(=O)COc2ccc([N+](=O)[O-])cc2)c1,4%
NNC(=S)NC1CCCCC1,-11%
Cn1c(SCC(=O)N/N=C/C=C/c2ccccc2[N+](=O)[O-])nc2ccccc21,-1%
CCC(C)(C)NC(=O)C(c1ccc(OC)cc1)N(Cc1cccs1)C(=O)CCC(=O)Nc1cc(C)on1 (centres undefined),-48%
CCOC(=O)c1cc2c(=O)n3ccccc3nc2n(CC2CCCO2)c1=NC(=O)/C=C/c1ccccc1 (centres undefined),8%
Cc1cc(C)c(C#N)c(SCc2cn3ccccc3n2)n1,3%
Cc1nn(-c2ccccc2)c(Cl)c1/C=N/Nc1nc2ccccc2n1C,?
O=C(O)c1cccc(NS(=O)(=O)c2ccc3c(c2)OCCCO3)c1,3%
COC(=O)N1CCC[C@@]2(CCN(C(=O)NC(C)C)C2)C1,4%
CCOC(=O)N1CC=C2C(C#N)=C(N)C(C#N)(C#N)[C@H](c3cccs3)C2C1 (some centres undefined),5%
Cc1ccc(NC(=O)COC(=O)CCc2ccc(S(=O)(=O)N3CCOCC3)cc2)c(C)c1,4%
CCn1c(SCC(=O)Nc2ccc(C)cc2)nc2nc3c(cc2c1=O)CCCC3,-4%
CCn1c(CNC(=O)c2ccccc2F)nnc1SCC(=O)NC1CCCCC1C (centres undefined),6%

# Ordered by the number under ERK EGF block (lowest first): some entries from above
SMILES,ERK EGF block
O=C(Cc1ccccc1)Nc1cccc(C(=O)O)c1O,-2%
Cn1c(SCC(=O)N/N=C/C=C/c2ccccc2[N+](=O)[O-])nc2ccccc21,-1%
O=C(Nc1ccc(C(=O)N2CCOCC2)cc1)c1cnn2c(C(F)F)cc(-c3ccccc3)nc12,15%

# Remaining list, next part
SMILES,ERK EGF block
Cc1c(Cl)cccc1Nc1ncccc1C(=O)OCC(O)CO (centres undefined),-2%[57.5 µM]
COc1ccc(N2CCN(C(=O)Cc3ccc(S(=O)(=O)N4CCOCC4)s3)CC2)cc1,5%
OCCC1CN(Cc2ccccc2OC2CCCC2)CCN1Cc1ccsc1 (centres undefined),5%
CCCCN=C(NNc1ccc(Br)cc1)C(=O)OCC,3%
C=CCN(CC=C)c1nc2ccccc2nc1C(C#N)C(=O)OC(C)C (centres undefined),-5%
CCN(CC)S(=O)(=O)c1cc(NS(=O)(=O)c2ccc(Cl)c(C(=O)O)c2)ccc1C,-12%[57.5 µM]
O=C1CCCC(c2ccccc2)N1 (centres undefined),14%
COC(=O)c1c(-c2ccccc2)csc1NC(=O)C1CC=CCC1C(=O)O (centres undefined),1%
CCOC(=O)C1CCCN(CC(=O)Nc2cc(C)cc(C)c2)C1 (centres undefined),-10%
CCn1cc(S(=O)(=O)CC(=O)Nc2ccc3c(c2)OCO3)c2ccccc21,-6%[57.5 µM]
CCN(CC)S(=O)(=O)c1ccc2[nH]c(=O)cc(C(=O)Nc3cccc(C(C)=O)c3)c2c1,-1%
O=C(c1ccco1)N1CCC2(CC1)CCN(C(c1ccccc1)c1ccccc1)CC2,3%
CCc1c(O)cc2n(c1=O)-c1ccc(Cl)cc1C2(C)C,-1%
O=C(c1ccccc1Cl)N1CCC(n2cccc2)CC1,0%[57.5 µM]
CCOc1ccc(/C=N/OCC(=O)Nc2cc(C)on2)cc1,-8%
O=C(NC1(C(F)(F)F)N=C2SCCN2C1=O)c1ccccc1F (centres undefined),1%[57.5 µM]
O=C(CCCn1cc([N+](=O)[O-])cn1)N1CCCCC1,-4%
O=C(N/N=C/c1cccc(F)c1)c1c(O)c2ccccc2[nH]c1=O,0%
COc1ccc(CCN(Cc2cccs2)S(=O)(=O)c2ccc(S(=O)(=O)N3CCCCCC3)cc2)cc1OC,-2%
COC(=O)c1ccc(NC(=O)C2CCCN2S(=O)(=O)c2ccc(F)cc2)cc1 (centres undefined),1%
COc1cc(NC(=S)NCc2cccnc2)cc(OC)c1OC,4%
Fc1ccc(C2CCCN2Cc2nc(CC3CC3)no2)cc1 (centres undefined),-2%
O=C(NC(=S)Nc1nc2c(ccc3ccccc32)s1)c1cccs1,0%
Cc1cc(C(=O)NCCC(C)C)c2ccccc2n1,-17%[57.5 µM]
O=C(CSc1c(Cl)cccc1Cl)NC1CCCc2ccccc21 (centres undefined),2%
CO/N=C(\CCC(=O)O)c1cccs1,1%[57.5 µM]
O=C(c1cc2ccccc2oc1=O)N(Cc1ccccc1)Cc1ccc2c(c1)OCO2,-3%
COC(=O)Nc1nc(Sc2ncc(C(F)(F)F)cc2Cl)n[nH]1,4%
O=C(CCNc1n[nH]c(=O)[nH]c1=O)N/N=C/c1ccccc1Br,-7%
CC(=O)N1CCN(C(=S)NCCc2ccccc2)CC1,-3%
CC(=O)OCC(=O)[C@@]1(O)CCC2C3CCC4=CC(=O)CC[C@]4(C)C3C(O)C[C@]21C (some centres undefined),-2%
O=C(COC(=O)CCS(=O)(=O)c1ccc(Cl)cc1)NCCc1ccc(Cl)cc1Cl,10%
CO/N=C(\C(=O)O)c1csc(NN=C(C)C)n1,-1%
Cc1[nH]nc(SCC(=O)N2CCCC2)c1[N+](=O)[O-],1%
CCC(=O)Nc1cc2[nH]c(=O)cc(C)c2cc1C,-6%
CCCc1nc2sc3c(c2c(=O)n1NC(=O)c1ccco1)CC(C)(C)OC3,2%
Nc1cccc(C(=O)N/N=C/c2ccsc2)c1,1%
COc1cc([N+](=O)[O-])cc2cc(C(=O)N3CCN=C3c3ccccc3)c(=O)oc12,3%
O=C(OCC(=O)N1CCc2ccccc21)c1cncc(Br)c1,-1%
Cc1cc(C)nc(SCc2nnc(SCC(=O)Nc3ncc(C)s3)n2Cc2ccco2)n1,3%
N#Cc1ccsc1NC(=O)COC(=O)c1ccc(NC(N)=O)cc1,-7%
Cc1ccc(Nc2ncnc(-n3cccc3)n2)cc1Cl,8%[57.5 µM]
COc1ccc(OC)c(NC(=O)/C=C/c2ccccc2[N+](=O)[O-])c1,9%
COC(=O)C1=C(C)N(c2ccccc2)C(=S)NC1c1ccccc1C(F)(F)F (centres undefined),-4%
COc1cc(C(=O)Nc2ccc(C(C)=O)cc2)c(Br)c(OC)c1OC,-4%
CCOC(=O)c1ccc(NCC(O)COc2ccccc2)cc1 (centres undefined),-2%
O=C(c1cccc(F)c1)N1CCC2(CCCN(c3cccc(-c4ccccc4)c3)C2)CC1,5%
COc1ccc(OC)c(CNC(=O)CCc2nc(-c3cccs3)no2)c1,-5%
COc1ccc(CCNC(=O)c2n[nH]c3ccccc23)cc1,0%
Cc1cc(OCC(=O)NCc2ccccn2)cc(C)c1Br,9%
# Following part.
SMILES,ERK EGF block
O=c1ccn(Cc2ccccc2)c2ccccc12,5%[57.5 µM]
COc1ccccc1N(CC(=O)NC1CCCC1)C(=O)c1oc(C(C)(C)C)cc1C,-10%
COc1ccc(NC(=O)N2CC3(CCN(S(C)(=O)=O)CC3)C2)cc1,-9%
O=C(NCc1ccco1)c1cccc(S(=O)(=O)N2CCCCC2)c1,2%
CCOc1cccc(=O)c2c(C)n(CC(=O)c3ccccc3)c(C)c12,-13%
Nc1nnc(SCc2nnc(-c3ccccc3)o2)s1,2%
COc1cccc(NC(=O)CN(C)CC(=O)Nc2ccc(Cl)cc2[N+](=O)[O-])c1,2%
Cc1nc2c(Br)c(C)nn2c2c1CCC2,4%
Cc1ccc(C(=O)Nc2ccccc2Sc2ccccc2)cc1,-5%
N/C(Cc1ccc([N+](=O)[O-])cc1)=N\OC(=O)c1ccc(Br)cc1,2%
COc1ccccc1C(=O)COC(=O)c1ccccc1O,1%
CS(=O)(=O)c1ccccc1C(=O)Nc1nc2ccccc2[nH]1,10%[57.5 µM]
CN(C)S(=O)(=O)c1cccc(NC(=O)COC(=O)c2cc3ccccc3oc2=O)c1,19%[57.5 µM]
COc1cnn(-c2ccc(F)cc2)c(=O)c1Br,7%
COc1cc(-c2cc(=O)c3c(O)c(OC)c(OC)cc3o2)cc(OC)c1O,-7%[57.5 µM]
O=C(CSc1nnc(COc2ccccc2)o1)N1CCN(c2ccccc2)CC1,-1%
COc1ccc(NC(=S)N(CCCN2CCOCC2)C(C)c2cc3ccccc3o2)cc1 (centres undefined),8%
OC(COc1ccc2ccccc2c1)CN1CCOCC1 (centres undefined),5%
Cc1ccc2c(c1)COc1c3ccc(C(=O)NCCO)cc3nn1-2,-7%[57.5 µM]
Cc1cccc(C(=O)Nc2nnc(-c3ccco3)o2)c1,-11%
O=C(Cn1c(NCCO)nc2ccccc21)N1CCN(Cc2ccccc2)CC1,-4%
O=C(c1ccco1)N1CCN(C(=O)C2CC(c3ccc(F)cc3)=NO2)CC1 (centres undefined),7%
Cc1cccc(C)c1NC(=O)COC(=O)c1cccnc1,0%

# Structures from the list above that contain an aryl thioether with sulfur outside any ring, in the order listed:
SMILES,ERK EGF block
O=C(CSc1nc2ccc([N+](=O)[O-])cc2s1)c1ccc2ccccc2c1,-4%[57.5 µM]
NC(=O)CSc1nnc(COc2ccccc2)n1Cc1ccco1,-13%
CC(=O)Nc1ccc(SCC(=O)N(C)C2CCS(=O)(=O)C2)cc1 (centres undefined),0%
O=C(CCCSc1nc2ccccc2[nH]1)NCc1ccccc1F,?
Cn1c(SCC(=O)N/N=C/C=C/c2ccccc2[N+](=O)[O-])nc2ccccc21,-1%
Cc1cc(C)c(C#N)c(SCc2cn3ccccc3n2)n1,3%
CCn1c(SCC(=O)Nc2ccc(C)cc2)nc2nc3c(cc2c1=O)CCCC3,-4%
CCn1c(CNC(=O)c2ccccc2F)nnc1SCC(=O)NC1CCCCC1C (centres undefined),6%
O=C(CSc1c(Cl)cccc1Cl)NC1CCCc2ccccc21 (centres undefined),2%
COC(=O)Nc1nc(Sc2ncc(C(F)(F)F)cc2Cl)n[nH]1,4%
Cc1[nH]nc(SCC(=O)N2CCCC2)c1[N+](=O)[O-],1%
Cc1cc(C)nc(SCc2nnc(SCC(=O)Nc3ncc(C)s3)n2Cc2ccco2)n1,3%
Nc1nnc(SCc2nnc(-c3ccccc3)o2)s1,2%
Cc1ccc(C(=O)Nc2ccccc2Sc2ccccc2)cc1,-5%
O=C(CSc1nnc(COc2ccccc2)o1)N1CCN(c2ccccc2)CC1,-1%
